NadD inh: blocks S. aureus nicotinate mononucleotide adenylyltransferase | purified NadD enzyme, colorimetric absorbance read-out | 360,000 tested, 0.78% active | AID 602399 | inhibition, % at 20 µM; in the data active = inhibition above about 26%; also: some compounds past the cut are filed as inactive
MT1-MMP act inh: MT1-MMP (human) activation inhibition | P50281 | HT1080 RFP-PRO-GFP cells, GFP/RFP ratio fluorescence, overnight; percent of plate control window, DMSO zero | GFP/RFP ratio change, % at 20 µM | 360,000 tested, 0.061% active;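 active = GFP/RFP ratio change of at least 30% with cell ATP level not reduced by more than half and red fluorescence within 50% of control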; also: strong numbers were not always called active
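Assay system: RFP-PRO-GFP reporter HT1080 cells; read-out basis: GFP/RFP fluorescence ratio; benchmarks: DMSO wells and RFP-L50D-GFP cells; doses: 20 µM single dose, 1% DMSO; schedule: overnight cell settling, then overnight compound exposure, 37 °C, 5% CO2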
MLLE-PAM2 inh: blocks PAM2 peptide binding to the PABP1 MLLE domain; GST-MLLE / FITC-PAM2 fluorescence polarization; 360,000 tested, 0.36% active; AID 588489; inhibition, % at 20 µM; P11940; in the data active = inhibition above about 35%, passing the limit was not always enough;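 also: plate controls were DMSO wells with GST-MLLE for no effect and wells lacking GST-MLLE protein for full effect; some results filed as inactive read as strong as hits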
FAS TE block: blocks the thioesterase domain of human fatty acid synthase. recombinant FAS-TE, OMFH fluorogenic substrate, fluorescence endpoint. inhibition, % at 15 µM. P49327. 360,000 tested, 0.67% active. AID 602261;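 active = compounds whose normalised, plate-corrected inhibition of enzyme fluorescence in the single-dose primary screen is 50% or more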;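 also: 0% = DMSO with enzyme and 100% = substrate without enzyme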
SKN-1 inh: C. elegans SKN-1 inhibition; C. elegans VP596 Pgst-4::GFP/RFP ratio, acrylamide-induced, 24 h; inhibition, % at 21.8 µM; 360,000 tested, 0.49% active;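 active = interference check ratio from 0.5 to 1.5 plus GFP to RFP signal ratio inhibition reaching or exceeding a fixed threshold, cut at about 30% in these data, passing the limit was not always enough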; also: some compounds called inactive have numbers as strong as hits
Neddylation inh: inhibitors of human cullin neddylation; P61081+Q13564; TR-FRET cullin neddylation, biochemical; calls only at 25 µM; 360,000 tested, 0.58% active; in the data active = inhibition above about 36%
CSN inh: CSN deneddylation inhibition. Q92905. Purified CSN, SCF-Nedd8-OG deneddylation, fluorescence polarization. inhibition, % at 12.5 µM. 360,000 tested, 0.38% active;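 active = pattern-corrected inhibition above about 35%, with an unprinted fluorescence ratio check between 0.5 and 1.5, limit read from the data, passing the limit was not always enough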;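 also: 0% = enzyme with substrate and 100% = substrate without enzyme; some results filed as inactive read as strong as hits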
Target sequence (Q92905 whole entry, looked up, one chain of several): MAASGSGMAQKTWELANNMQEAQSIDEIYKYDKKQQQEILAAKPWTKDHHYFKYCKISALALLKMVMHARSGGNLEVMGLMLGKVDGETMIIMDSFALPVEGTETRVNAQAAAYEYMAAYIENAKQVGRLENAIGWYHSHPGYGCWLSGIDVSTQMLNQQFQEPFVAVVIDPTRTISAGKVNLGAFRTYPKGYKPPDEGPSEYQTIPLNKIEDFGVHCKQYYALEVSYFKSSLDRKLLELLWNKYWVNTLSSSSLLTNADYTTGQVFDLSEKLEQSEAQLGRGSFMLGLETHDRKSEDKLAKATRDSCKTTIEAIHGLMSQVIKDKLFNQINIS
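test system = HEK293T-derived human Csn5 enzyme | amount = 0.24 nM Csn5 enzyme, final concentration | medium = Tris/NaCl/DTT buffer, pH 7.5 | schedule = 90 min reaction at room temperature | signal = FP | evaluation = inhibition of Csn5 cleavage, % | compound dosing = single dose of 12.5 µM compound with 0.25% DMSO | probe or stimulus = 10 nM SCFSkp2-Nedd8OG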
Rpn11 inh: Rpn11 (human) deubiquitinase inhibition. O00487. human 26S proteasome, Ub4-pepOG fluorescence polarization; 20S core pre-blocked with epoxomicin. calls only at 20 µM. 360,000 tested, 0.59% active. AID 588493;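 active = inhibition at 20 µM, scaled to each plate's controls, above about 33%, limit read from the data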
Target sequence (O00487 whole entry, looked up): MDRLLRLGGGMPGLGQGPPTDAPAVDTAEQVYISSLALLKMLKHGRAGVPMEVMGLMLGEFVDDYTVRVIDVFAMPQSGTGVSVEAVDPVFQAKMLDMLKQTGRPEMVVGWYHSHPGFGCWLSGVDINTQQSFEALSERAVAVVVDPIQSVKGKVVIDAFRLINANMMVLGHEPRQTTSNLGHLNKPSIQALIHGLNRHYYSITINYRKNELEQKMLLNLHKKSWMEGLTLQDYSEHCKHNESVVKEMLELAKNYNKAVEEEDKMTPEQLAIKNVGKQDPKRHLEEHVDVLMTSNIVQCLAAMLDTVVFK
Rin1 Abl inh: inhibitors of human Rin1-Abl protein interaction. P00519+Q13671. TR-FRET Rin1/Abl binding, biochemical. inhibition, % at 7.35 µM. 360,000 tested, 0.4% active. AID 588664; in the data active = inhibition above about 5%, passing the limit was not always enough
* = called active by the depositor; i = inactive; · = no result given; + = active, no number; & = joins results of further samples.

canonical_smiles,NadD inh,MT1-MMP act inh,MLLE-PAM2 inh,FAS TE block,SKN-1 inh,Neddylation inh,CSN inh,Rpn11 inh,Rin1 Abl inh
Cc1ccc(S(=O)c2snnc2C)cc1 (stereo not given),3,-2,-4,-1,-9,i,2,i,3
CCCN(C(=O)c1cc2c(s1)CCC2)c1c(N)n(Cc2ccccc2)c(=O)[nH]c1=O,6,1,-5,1,-6,i,7,i,2
Cc1ccc(S(=O)(=O)N[C@H](C(=O)OCC(=O)NC(=O)NCc2ccco2)C(C)C)cc1,-1,3,3,-4,0,i,-4,i,1
CC(C)CN(C(=O)COC(=O)CCc1c[nH]c2ccccc12)c1c(N)n(Cc2ccccc2)c(=O)[nH]c1=O,0,0,9,-1,13,i,0,i,2
COc1cc(NC(=O)Nc2ccccc2)c(OC)cc1NC(=O)CN1CCCCC1,7,·,1,14,9,i,-3,i,0
COC(=O)C1=C(C(=O)OC)[C@@H]2N(C)c3ccccc3[C@@]23C[C@@H](C(=O)OC)N(C(C)=O)C3=N1,-1,1,2,-2,13,i,-1,i,5
O=C(COc1ccc([N+](=O)[O-])cc1)Nc1ccccc1C(=O)NC1CC1,-1,-12,-8,6,4,i,5,i,-1
CC1=C2C3OC(=O)C(C)[C@@H]3CC[C@](C)(O)C2C2C3C4C5(C12)[C@H]1OC(=O)[C@@H](C)C1CC[C@]4(C)O[C@]5(C)[C@@H]3O (stereo not given in full),5,2,4,-13,-2,i,-3,i,1
CN(C)S(=O)(=O)c1ccc(C(=O)OCC(=O)Nc2ccc3c(c2)OCO3)cc1,-2,-2,4,2,-5,i,-3,i,0
CCCOc1ccc(C(O)(CCN2CCCCC2)c2ccccc2OC)cc1 (stereo not given),-7,-5,-6,3,11,i,3,i,4
COC(=O)c1c(C)oc(C)c1S(=O)(=O)NC(c1ccccc1)c1ccccc1,-6,1,-10,21,-14,i,3,i,-2
C#CCn1c2ccccc2c(=O)n1C(C)CBr (stereo not given),-3,5,·,-12,15,·,1,·,·
Cc1cccc(NC(=O)CN2CCN(C(=O)C3CCCO3)CC2)c1C (stereo not given),17,1,12,-8,4,i,-4,i,0
COc1cc(C(C(=O)NCc2ccccc2)N(Cc2ccco2)C(=O)c2cnccn2)cc(OC)c1OC (stereo not given),-9,-1,6,-6,2,i,-4,i,-1
C[C@H]1CN([C@@H](C)CO)C(=O)c2cccc(NS(=O)(=O)c3ccc(F)cc3)c2O[C@H]1CN(C)S(=O)(=O)c1cn(C)cn1,3,-1,-6,-9,-2,i,0,i,-3
Cc1ccc(S(=O)(=O)N2CCN(C(=O)COC(=O)CSc3ccc(C)c(C)c3)CC2)c(C)c1,0,13,-8,25,4,i,0,i,1
CCOC(=O)C1(C)NC(c2ccccc2F)C2C(=O)N(CC)C(=O)C21 (stereo not given),-2,0,-6,-1,-16,i,-4,i,-2
Cc1ccc2c(c1)[C@H]1[C@H](CO2)[C@H](c2ccccc2)[C@]2(C)C(=O)N(Cc3ccc(F)cc3)CC(=O)N12,1,-89,90,24,5,i,-21,i,1
CCn1ncc(Cl)c1C(=O)Nc1cc([N+](=O)[O-])ccc1OC,4,-1,3,4,-7,i,-5,i,3
O=C(COc1ccccc1)NCC1CCCO1 (stereo not given),10,1,-3,-5,2,i,3,i,4
CCCCNc1cnn(-c2ccccc2)c(=O)c1Cl,-7,6,0,-7,0,i,-2,i,0
CC(C(=O)Nc1ccncc1)(c1ccccc1)c1ccccc1,0,-1,7,-2,6,i,3,i,-2
O=C(c1ccc(-c2cc(Cl)ccc2Cl)o1)N1CCOCC1,0,-3,9,4,19,i,6,i,-6
COc1cc(CNC(=O)c2ccc3oc(C(C)C)nc3c2)cc(OC)c1,-4,5,3,-1,-12,i,2,i,0
CC(Cc1ccccc1)NC(=O)c1ccc([N+](=O)[O-])cc1 (stereo not given),-10,2,9,22,8,i,-14,i,2
Cc1onc(-c2ccccc2)c1C(=O)N1CCCSC1=Nc1ccccc1,2&-2,6&-7,-1&9,3&13,-4&-3,i,0&5,i,3&0
COc1cccc(C=NN(C)c2c([N+](=O)[O-])cc(C(F)(F)F)cc2[N+](=O)[O-])c1O,-5,6,11,32,1,i,-3,i,3
Cc1nc2ccc(S(=O)(=O)N3CCCCC3)cc2s1,-4,-2,3,2,13,i,-2,i,2
COc1cc2oc3cc(C#Cc4ccc(N)cc4)ccc3c(=O)c2cc1OC,9,-20,-28,2,21,i,7,i,1
Cc1ccc(OCCC(=O)OCc2csc(CC(=O)Nc3ccccc3C)n2)cc1,-5,-2,-9,3,2,i,5,i,3
COc1cc(C2Nc3cc(Cl)c(S(N)(=O)=O)cc3S(=O)(=O)N2)ccc1OCc1ccccc1 (stereo not given),11,1,-2,0,-5,i,9,i,-1
O=C(c1cc(-c2ccccn2)nc2ccccc12)N1CCN(c2ncccn2)CC1,-2,-3,10,-6,-17,i,4,i,2
O=c1c2c(nc3c(-c4ccccc4)c[nH]n13)CCCC2,1,3,6,1,13,+,7,i,-2
Cc1ccsc1CN(C)C(=O)CN1C(=O)NC2(CCCCC2C)C1=O (stereo not given),0,-1,-27,-2,6,i,-3,i,1
O=C(Nc1ccc(C(F)(F)F)cc1)c1ccc2ncsc2c1,-3,7,-17,6,6,i,0,i,2
CCOC(=O)C1=C(C)NC(=S)NC1c1cc(C)sc1C (stereo not given),-3,0,-141,-5,-14,i,-2,i,0
CCn1c(SCC(=O)N/N=C\c2ccccc2OCC(=O)O)nnc1-c1ccc(Cl)cc1,1,2,-4,-5,-3,i,2,i,-5
CCN(C(=O)C(C)Sc1nnc(-c2ccncc2)n1C)C1CCCCC1 (stereo not given),-4,-1,5,-6,-6,i,4,i,1
C(=N\Nc1nn[nH]n1)/c1ccccc1,-2,13,1,-5,-4,i,5,i,-2
Oc1ccccc1/C=N/n1c(-c2ccccc2)n[nH]c1=S,1,-4,-49,-3,3,i,-2,i,-2

Sorted by value in Rin1 Abl inh (largest number first): 3 from the list above
structure | NadD inh | MT1-MMP act inh | MLLE-PAM2 inh | SKN-1 inh | Neddylation inh | CSN inh | Rpn11 inh | Rin1 Abl inh
Cc1ccc(OCCC(=O)OCc2csc(CC(=O)Nc3ccccc3C)n2)cc1 | -5 | -2 | -9 | 2 | i | 5 | i | 3
CC(Cc1ccccc1)NC(=O)c1ccc([N+](=O)[O-])cc1 (stereo not given) | -10 | 2 | 9 | 8 | i | -14 | i | 2
O=c1c2c(nc3c(-c4ccccc4)c[nH]n13)CCCC2 | 1 | 3 | 6 | 13 | + | 7 | i | -2

(continued)
canonical_smiles,NadD inh,MT1-MMP act inh,MLLE-PAM2 inh,FAS TE block,SKN-1 inh,Neddylation inh,CSN inh,Rpn11 inh,Rin1 Abl inh
O=C(NS(=O)(=O)Oc1ccc(F)c(Cl)c1)OC[C@@H]1CCCN2CCCCC12 (stereo not given in full),-5,-1,4,-7,-12,i,1,i,3
CC(CNC(=O)[C@@H](Cc1ccccc1)NC(=O)CC[C@H]1O[C@@H](n2ccc(=O)[nH]c2=O)[C@H](O)[C@@H]1O)c1ccccc1 (stereo not given in full),-6,-1,2,-9,8,i,2,i,0
COc1cc2c(cc1OC)-c1cc(Nc3ccccc3Br)nc(=O)n1CC2,-2,-2,3,-1,33,i,0,i,-3
O=C(NCC1CCCCC1)C1(CC2CC(c3ccc(Cl)cc3)=NO2)CCNCC1 (stereo not given),-5,-1,-1,2,17,i,-2,i,2
COc1ccc(C(CC(=O)N2CCOCC2)c2c(O)cc(OC)cc2OC)cc1 (stereo not given),-1,2,-5,-9,10,i,-4,i,2
CS/C(N)=N/N=C/c1ccc2c(c1)OCO2,-5,2,-14,-4,-2,i,-2,i,-1
O=C(Cc1cccs1)NCCc1csc(-c2ccccc2)n1,-9,-1,-2,-3,1,i,6,i,1
CCC(=O)N(Cc1cc(=O)[nH]c2ccccc12)c1ccccc1C,-3,-5,-13,-9,-13,i,3,i,-1
CC(O)C1C(=O)OC2(C)CC(C)(C)NC(=S)N12 (stereo not given),0,3,-8,-4,27,i,2,i,0
COC(=O)c1ccccc1NC(=S)N(Cc1ccc2c(c1)OCO2)Cc1cc2ccc(C)cc2[nH]c1=O,7,-6,-63,79*,4,i,0,i,0
CNC(=O)c1c(NC(=O)CCS(=O)(=O)c2ccc(C)cc2)sc2c1CCN(C(=O)OC)C2,0,4,-13,-8,-1,i,0,i,2
O=C(NCc1ccncc1)[C@@H]1CCCN1C(=O)[C@H]1CCCN1C(=O)c1cccc2ccccc12,2,4,·,-9,-11,i,-7,·,·
Cc1cc(C)c(C(=O)CSc2nc(C)cc(=O)[nH]2)c(C)c1,0,3,6,-5,19,i,-3,i,1
CS(=O)(=O)N(CC(=O)Nc1cc(Cl)ccc1Cl)c1ccccc1,-9,-1,-1,1,19,i,-1,i,1
C=C1CCN([C@@H](CC(C)C)C(=O)Nc2ccc(OC)cc2)S(=O)(=O)c2ccccc21,-6,2,11,22,-5,i,2,i,1
COC(=O)COc1ccc(-c2ccccc2)cc1C=O,5,5,-7,-4,2,i,4,i,0
COc1ccccc1CN1CC(C(=O)NCCn2ccc(C)n2)CCC1=O (stereo not given),-1,1,0,-6,2,i,1,i,0
Cc1cccc(C(=O)Nc2ccc(C(=O)/C=C/c3ccncc3)cc2)c1,5,3,-9,5,15,i,19,i,-4
Cc1cnc(CNC(=O)c2ccc3oc(Cc4ccccc4)nc3c2)[nH]1,3,3,8,-5,12,i,5,i,-2
CC(C)CC(=O)Nc1nnc(SCC(=O)NC2CCCCC2)s1,-1,-1,5,-11,1,i,-3,i,0
CC(C)=CC(=O)N1CCC(n2nccc2NC(=O)CCc2ccccc2)CC1,-1,1,-8,-9,9,i,-3,i,1

Compound activity: PubChem, several laboratories
